STEP inh: STEP (human) phosphatase inhibition; recombinant STEP, OMFP fluorogenic substrate, fluorescence; inhibition, % at 20 µM; hit rate 0.25% among 360,000;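 active = inhibition at 20 µM, scaled per plate between control wells, above about 37%, limit read from the data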;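 also: 0% = DMSO with enzyme and substrate and 100% = substrate only without enzyme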
Target sequence (P54829 whole entry, looked up): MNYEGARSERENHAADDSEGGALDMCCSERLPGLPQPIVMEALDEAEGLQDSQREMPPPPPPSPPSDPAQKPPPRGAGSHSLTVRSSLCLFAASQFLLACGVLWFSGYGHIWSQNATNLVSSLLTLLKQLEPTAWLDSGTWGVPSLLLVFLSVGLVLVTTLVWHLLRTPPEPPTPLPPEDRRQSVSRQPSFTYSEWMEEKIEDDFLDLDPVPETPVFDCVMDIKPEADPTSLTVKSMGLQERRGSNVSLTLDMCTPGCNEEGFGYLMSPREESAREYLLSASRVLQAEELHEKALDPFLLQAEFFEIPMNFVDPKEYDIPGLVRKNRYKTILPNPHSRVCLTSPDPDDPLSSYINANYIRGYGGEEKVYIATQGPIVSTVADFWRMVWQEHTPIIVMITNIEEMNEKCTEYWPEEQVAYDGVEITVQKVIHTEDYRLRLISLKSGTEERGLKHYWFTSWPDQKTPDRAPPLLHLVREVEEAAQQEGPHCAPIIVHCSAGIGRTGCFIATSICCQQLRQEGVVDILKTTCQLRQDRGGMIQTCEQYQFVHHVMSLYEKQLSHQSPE
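material = STEP tyrosine phosphatase | reagent = fluorogenic phosphatase substrate OMFP at 25 µM final | doses = single compound dose of 20 µM, 1% DMSO final | schedule = 20 min reaction, room temperature, in the dark | measured by = fluorescence, 480/540 nm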
CSN inh: CSN deneddylation inhibition; Purified CSN, SCF-Nedd8-OG deneddylation, fluorescence polarization; inhibition, % at 12.5 µM; hit rate 0.38% among 360,000; AID 651999;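 active = pattern-corrected inhibition above about 35%, with an unprinted fluorescence ratio check between 0.5 and 1.5, limit read from the data, passing the limit was not always enough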;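 also: 0% = enzyme with substrate and 100% = substrate without enzyme; some results filed as inactive read as strong as hits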
Target sequence (Q92905 whole entry, looked up, one chain of several): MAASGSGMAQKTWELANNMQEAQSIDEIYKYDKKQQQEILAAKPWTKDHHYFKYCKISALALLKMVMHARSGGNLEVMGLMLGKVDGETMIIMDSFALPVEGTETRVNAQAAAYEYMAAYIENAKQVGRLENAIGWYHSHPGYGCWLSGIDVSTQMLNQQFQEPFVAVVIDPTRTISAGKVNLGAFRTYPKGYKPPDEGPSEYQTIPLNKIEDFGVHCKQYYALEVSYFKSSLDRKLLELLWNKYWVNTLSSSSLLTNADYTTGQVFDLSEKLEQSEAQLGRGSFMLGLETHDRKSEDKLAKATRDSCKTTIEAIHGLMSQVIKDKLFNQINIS
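Schedule: reaction 90 min, room temperature / Assay system: HEK293T-derived human Csn5 enzyme / Input: Csn5 at 0.24 nM final / Measure: inhibition of Csn5 cleavage, % / Control set: substrate-only high control, full reaction low control / Technique: fluorescence polarization of the substrate / Buffer or medium: Tris/NaCl/DTT buffer, pH 7.5 / Reagent: SCFSkp2-Nedd8OG substrate at 10 nM final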
Rpn11 block: blocks the human proteasome subunit Rpn11; calls only at 20 µM; hit rate 0.59% among 360,000; human 26S proteasome, Ub4-pepOG fluorescence polarization; 20S core pre-blocked with epoxomicin;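 active = inhibition at 20 µM, scaled to each plate's controls, above about 33%, limit read from the data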
LMPTP block: blocks human LMPTP phosphatase. P24666. recombinant LMPTP-A, OMFP fluorogenic substrate, fluorescence intensity. inhibition, % at 20 µM. hit rate 0.22% among 360,000. AID 651560;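 active = compounds that cut the enzyme signal by at least half of the control window in the single-dose screen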;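 also: plate controls were DMSO wells with enzyme plus substrate for no effect and substrate without enzyme for full effect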
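Test system – LMPTP-A phosphatase enzyme · Quantity – 0.625 nM LMPTP-A final · Reagent – OMFP substrate, 400 µM final · Dosing – one test concentration per compound, 20 µM, with 3% DMSO overall · Timing – 50 min enzyme reaction at room temperature, protected from light · Detection – fluorescence intensity · Controls – substrate-only low control, DMSO enzyme-plus-substrate high control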
DNMT1 inh: blocks human DNA methyltransferase DNMT1; P26358; DNMT1 molecular beacon, Hinp1I cleavage, fluorescence; inhibition (reported as % activation of signal), % at 10 µM; hit rate 0.83% among 360,000; AID 588458; in the data active = inhibition above about 50%
Tb MetRS inh: blocks T. brucei methionyl-tRNA synthetase activity; inhibition, % at 11.9 µM; hit rate 0.4% among 360,000; purified T. brucei MetRS, ATP depletion, Kinase-Glo luminescence;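 active = inhibition above a per-plate cutoff of the control wells' mean inhibition plus 3 SD, cut at about 5.5% in these data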;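 also: 0% = DMSO wells median and 100% = median of wells with control inhibitor compound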
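Material: parasite MetRS enzyme / Replication: singlicate, one well per compound / Signal: luminescence of leftover ATP / Schedule: 2 h aminoacylation at 25 °C after 15 min preincubation / Medium: HEPES-MgCl2-KCl buffer plus DTT, spermine, BSA, pyrophosphatase / Doses: 11.9 µM single point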
MsrA inh: inhibits bovine methionine sulfoxide reductase A; purified bovine MsrA, absorbance read-out; inhibition, % at 15.5 µM; hit rate 0.75% among 360,000; in the data active = inhibition above about 4.5%;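 also: 0% = vehicle wells with enzyme and 100% = reference inhibitor wells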
SUMO1 PPI mod: modulators of human SUMO1-mediated protein-protein interactions | P63165 | SUMO1 binding to a labelled peptide, TR-FRET, 1 h | inhibition, % at 20 µM | hit rate 0.33% among 360,000 | AID 602429; in the data active = inhibition above about 37%
Target sequence (P63165 whole entry, looked up): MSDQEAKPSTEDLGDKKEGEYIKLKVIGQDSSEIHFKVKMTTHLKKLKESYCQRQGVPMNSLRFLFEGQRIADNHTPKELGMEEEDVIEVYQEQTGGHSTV
Scp-1 inhibitor: inhibitors of human Scp-1 phosphatase; Recombinant Scp1, phosphopeptide, malachite green phosphate absorbance; Q9GZU7; inhibition, % at 20 µM; hit rate 0.88% among 340,000;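 active = inhibition above about 50% at 20 µM, limit read from the data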;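 also: plate controls were DMSO wells with enzyme for no effect and wells lacking enzyme for full effect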
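Incubation: 45 min enzyme reaction at room temperature / System: truncated SCP-1 phosphatase (76-261aa) / Reagent: Phospho 17-mer peptide substrate / Buffer or medium: Acidic Tris acetate buffer with magnesium and detergent / Signal: absorbance at 630 nm / Doses: one concentration, 20 µM, with 1.0% DMSO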
NadD block: NadD (S. aureus) enzyme inhibition; purified NadD enzyme, colorimetric absorbance read-out; inhibition, % at 20 µM; hit rate 0.78% among 360,000; AID 602399; in the data active = inhibition above about 26%; also: some compounds past the cut are filed as inactive
* = called active by the depositor; i = inactive; . = not tested or not shown.

SMILES	STEP inh	CSN inh	Rpn11 block	LMPTP block	DNMT1 inh	Tb MetRS inh	MsrA inh	SUMO1 PPI mod	Scp-1 inhibitor	NadD block
O=C(Nc1cc(S(=O)(=O)N2CCCCC2)ccc1N1CCCCC1)c1ccncc1	2	-2	i	-0.3	1	-0.5	1.1	-3	0	1
COc1cccc(C(=O)NCCSCc2ccccc2Cl)c1	0	2	i	-2.1	0	-1.3	0.6	-2	2	-6
Cc1cc(CNC(=O)CCc2nnc(CCCc3ccccc3)o2)nn1C	2	2	i	-1.0	2	-0.4	1.1	-1	-17	-5
COc1cc2c(cc1OC)C(c1ccccc1)N(S(C)(=O)=O)CC2 (configuration not stated)	-2	1	i	0.8	-4	-0.1	-1.0	-2	-3	-1
CCCOc1ccc(/C=N/O)cc1	-3	-4	i	-0.9	10	-0.3	-0.5	-1	-5	1
NS(=O)(=O)c1ccc(CCNC(=O)CCC2COc3ccccc3O2)cc1 (configuration not stated)	-2	-5	i	0.7	1	1.1	-1.1	-4	3	2
Cc1cc2cc(CNC(=O)NC3CCCCC3)ccc2n1C	-1	9	i	11	3	-0.9	-0.3	-28	-3	14
O=[N+]([O-])c1ccc(OCC(O)CN2CCN(c3ccccc3F)CC2)cc1 (configuration not stated)	-3	-12	i	-2.1	0	-0.5	-0.2	-10	-4	-1
CCOC(=O)CSc1nc2cc(C)cc(C)c2cc1C#N	6	2	i	2.3	-5	-1.3	1.4	-8	22	-8
Nc1nc(SCc2ccccc2)c2ncn(C3CCCCC3)c2n1	2	1	i	0.8	-3	0.3	0.4	5	-2	1
CC1CCCC(NC(=O)COC(=O)c2ccccc2[N+](=O)[O-])C1C (configuration not stated)	1	-6	i	-0.2	3	-1.3	0.2	-12	9	-4
COc1ccc(N2CCN(CC(=O)NCc3ccc(Cl)cc3)CC2)cc1	1	1	i	1.3	-6	0.3	-2.1	-1	-5	-2
O=C(COc1ccccc1)NNC(=O)c1ccc(Cl)cc1	4	0	i	-0.6	6	0.1	0.9	-4	7	-2
N/C(Cc1ccc(Cl)cc1)=N\OC(=O)C1CCCCC1	0	-1	i	0.9	-2	-0.8	0.3	-4	-4	-1
O=C(O)COc1ccc(/C=C2\SC(=Nc3ccccc3)N(c3ccccc3)C2=O)cc1	0	0	i	-0.7	-2	-0.4	1.6	-17	-8	2
COc1ccc(NS(=O)(=O)N2CCCCC2)cc1	-2	-7	i	-0.5	0	-0.3	-1.1	-4	5	-3
CC(C)CCNC(=O)C(c1ccncc1)N(Cc1cccs1)C(=O)Cn1nnc(-c2ccc(F)cc2)n1 (configuration not stated)	-1	6	i	2.3	-22	-0.8	0.2	0	4	26
Cc1ccc(S(=O)(=O)NC(=O)C2(C)CCN2C(=O)C2CC2)cc1 (configuration not stated)	-1	1	i	-1.6	2	-0.3	-0.9	5	.	0
Cc1cc(C2(O)C(=O)Nc3ccccc32)ccc1F (configuration not stated)	8	1	i	2.7	5	0.1	1.4	6	10	0
O=C(c1cc(S(=O)(=O)N2CCOCC2)c(Cl)cc1Cl)N1CCCCC1CO (configuration not stated)	-1	0	i	3.1	5	-0.7	-0.4	-1	-9	-2
Cc1ccc(OCCCCn2cnc3ccccc32)cc1	0	6	i	1.7	3	0.1	1.1	1	0	-1
COc1ccc(OCCCC(=O)Nc2nncs2)cc1	0	1	i	-1.3	10	-0.1	1.2	1	0	1
Cc1ccc(-c2nc(NCc3cccnc3)c3ccccc3n2)cc1	-4	1	i	63*	-10	-0.3	-1.0	8	-30	0
CC(C)(C)[C@@H]1COC(=O)[C@H](Cc2ccc(F)cc2)C/C=C\C[C@@H](CC(=O)NCCO)C(=O)N1	2	1	i	5.0	2	0.2	0.2	-1	0	-3
CS(=O)(=O)N(CC(=O)Nc1ccccc1C(=O)N1CCOCC1)c1ccc2c(c1)OCO2	1	1	i	-1.8	-1	0.3	-0.1	-3	-3	10

Molecules shown so far that contain four or more nitrogen atoms:
SMILES	STEP inh	CSN inh	Rpn11 block	LMPTP block	DNMT1 inh	Tb MetRS inh	MsrA inh	SUMO1 PPI mod	Scp-1 inhibitor	NadD block
O=C(Nc1cc(S(=O)(=O)N2CCCCC2)ccc1N1CCCCC1)c1ccncc1	2	-2	i	-0.3	1	-0.5	1.1	-3	0	1
Cc1cc(CNC(=O)CCc2nnc(CCCc3ccccc3)o2)nn1C	2	2	i	-1.0	2	-0.4	1.1	-1	-17	-5
Nc1nc(SCc2ccccc2)c2ncn(C3CCCCC3)c2n1	2	1	i	0.8	-3	0.3	0.4	5	-2	1
CC(C)CCNC(=O)C(c1ccncc1)N(Cc1cccs1)C(=O)Cn1nnc(-c2ccc(F)cc2)n1 (configuration not stated)	-1	6	i	2.3	-22	-0.8	0.2	0	4	26
Cc1ccc(-c2nc(NCc3cccnc3)c3ccccc3n2)cc1	-4	1	i	63*	-10	-0.3	-1.0	8	-30	0

Next section.
SMILES	STEP inh	CSN inh	Rpn11 block	LMPTP block	DNMT1 inh	Tb MetRS inh	MsrA inh	SUMO1 PPI mod	Scp-1 inhibitor	NadD block
CN(C(=O)C(C)(C)C)C1c2c(ccc3ccccc23)OCC1CO (configuration not stated)	-1	7	i	0.9	6	-0.2	-0.6	1	-12	-9
CC1(Cc2ccc(Cl)c(Cl)c2)C(=O)Nc2c(Cl)ccc(Cl)c21 (configuration not stated)	-1	-3	i	3.0	-5	-0.2	1.9	6	.	-3
CS(=O)(=O)N(CCc1ccccc1)CC(=O)Nc1ccc(OCc2ccccc2)cc1	-1	-4	i	3.2	-7	-0.8	0.5	1	-7	-25
Nc1ccc2nc3n(c(=O)c2c1)CCC3	1	2	i	-1.5	-1	-0.8	0.4	-5	13	-5
CC(CC(=O)Nc1ccc(C(N)=O)cc1)c1ccccc1 (configuration not stated)	0	-14	i	-1.0	0	-1.0	-0.4	-3	-7	-2
COC(=O)c1ccc2c(=O)n(CC3CCCO3)c(SCC(=O)Nc3ccccc3OC)nc2c1 (configuration not stated)	3	0	i	2.2	-5	-0.2	0.8	-1	-14	-5
C#CCOCCOCCOCCNc1nc(N2CCOCC2)nc(N2CCN(C(=O)[C@H](Cc3ccc(O)cc3)n3cc([C@@H](N)CC(C)C)nn3)CC2)n1	-3	0	i	-1.6	5	0.2	-0.7	-3	-3	-1
CCOc1ccc(CNC(=O)C2Cc3cc(S(=O)(=O)N4CCCCC4)ccc3N2C(C)=O)cc1 (configuration not stated)	-1	-5	i	0.4	-3	-0.9	-0.5	21	-3	4
Cc1cc(C(=O)CSc2nnc(C3COc4ccccc4O3)n2C)c(C)n1-c1ccc(F)cc1 (configuration not stated)	5	1	i	2.3	-4	-0.6	-1.4	-3	-2	-1
Cc1ccc(S(=O)(=O)N2C3CCCCC3O[C@H]2CC(=O)c2ccc(F)cc2)cc1 (some centres not stated)	.	-4	.	0.5	.	-0.9	1.6	-1	.	.
COc1ccc(C2(C)NC(=O)N(CC(=O)NC3(C#N)CCCCC3)C2=O)cc1 (configuration not stated)	-1	-2	i	0.6	0	-0.1	0.1	-2	-6	4
Cc1ccc(Cl)cc1NC(=S)N/N=C/c1cccc2ccccc12	0	1	i	0.9	-8	0.6	0.7	1	5	9
C#CCNc1nc(C(C)C)nc2c1nnn2Cc1ccccc1F	-4	4	i	1.2	-4	0.5	-1.4	2	-5	1
COc1ccc(CN(CCC#N)C(=S)NC(=O)c2ccccc2)cc1	-2	0	i	-2.4	2	-1.1	-1.1	-1	-2	-1
O=C(NCCC1=CCCCC1)C1CCN(C(=O)c2ccc(Cl)cc2)CC1	2	2	i	-0.9	1	-0.1	-0.8	1	-5	3
O=C(CCc1nc2sc3c(c2c(=O)[nH]1)CCCC3)N1CCN(c2ccccc2)CC1	3	11	i	3.0	18	-0.6	1.8	7	10	1
COC(CNS(=O)(=O)c1cc2c3c(c1)CCN3C(=O)CC2)OC	0	4	i	-1.1	3	0.2	-0.1	5	-6	3
COc1nc(N(C)C)nc(-n2nnc(C(C)=O)c2C)n1	-5	0	i	-0.5	2	0.1	-0.7	-5	-13	0
Cc1ccc(S(=O)(=O)Nc2cc(C(=O)N3CCOCC3)ccc2N2CCCCC2)cc1	-2	-5	i	1.3	0	-0.4	-0.2	5	-2	2
COC(=O)c1ccccc1NC(=O)CN(C)S(=O)(=O)c1ccc(OC)c(C)c1	-1	-2	i	-0.9	-1	-1.1	1.4	-1	-4	-10
Cc1cc(NC(=O)CSc2n[nH]c(=O)[nH]c2=O)ccc1Br	-2	-4	i	-3.0	-1	-0.6	0.9	5	0	0
COc1ccc(OCCCC(=O)OC(C)C(=O)Nc2cccc(C(C)=O)c2)cc1 (configuration not stated)	-1	-2	i	0.2	-3	-0.2	-1.5	0	5	-7
O=C(COC(=O)/C=C/c1cccc(F)c1)NC(=O)NC1CCCC1	3	-3	i	-1.7	0	-0.2	-1.1	-9	-5	-6
Cc1nn(CC(=O)NNC(=S)Nc2ccccc2)c(C)c1[N+](=O)[O-]	3	-1	i	-1.2	0	-0.4	0.0	1	-4	0
O=C(/C=C/c1ccccc1)CC(=O)c1ccccc1	0	3	i	2.0	7	0.2	0.5	-8	-24	1

LMPTP block: hit marks shown above.
SMILES	STEP inh	CSN inh	Rpn11 block	LMPTP block	DNMT1 inh	Tb MetRS inh	MsrA inh	SUMO1 PPI mod	Scp-1 inhibitor	NadD block
Cc1ccc(-c2nc(NCc3cccnc3)c3ccccc3n2)cc1	-4	1	i	63*	-10	-0.3	-1.0	8	-30	0

(continued)
SMILES	STEP inh	CSN inh	Rpn11 block	LMPTP block	DNMT1 inh	Tb MetRS inh	MsrA inh	SUMO1 PPI mod	Scp-1 inhibitor	NadD block
Cc1ccccc1-c1nc2c3ccccc3nc(=S)n2[nH]1	0	-2	i	5.3	0	-0.5	0.1	5	-10	4
Cc1nn(-c2ccccc2)nc1CNS(C)(=O)=O	-1	-5	i	-1.0	1	-0.2	-0.6	3	-2	7
CC(=O)Nc1nnc(SCC(=O)NC2CC2)s1	-4	0	i	-0.7	-1	0.8	-0.4	3	-5	-5
CCOCCN1CCN(C2c3ccccc3CSc3ccccc32)CC1 (configuration not stated)	2	0	i	-2.2	-4	-0.7	-1.1	2	-4	-13
CCN(CC(=O)Nc1ccccc1C(F)(F)F)C(=O)CSCc1c(C)noc1C	-1	-5	i	-9.7	0	-0.2	-0.8	-25	-4	0
CCSCCOC(=O)C1=C(C)NC(=O)NC1c1ccccc1 (configuration not stated)	0	0	i	-1.3	3	-1.1	0.4	1	-7	-4
O=C(NC(=S)Nc1cccc2ncccc12)c1ccco1	1	1	i	-0.7	-1	-0.5	-0.7	-1	4	2

Screens as filed in PubChem BioAssay.
